# Screens (PubChem)
# B2AR arrestin: qHTS assay of beta-arrestin-biased ligands of beta2-adrenergic receptor; beta-arrestin recruitment to beta2AR, cell-based reporter; 330,000 compounds, 0.02% hits; Potency, µM (doses to about 46.1 µM), for inactives: at the top dose activation, hits mostly activators; Beta-2 adrenergic receptor (Homo sapiens), P07550; AID 492947, 2010;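 further: potency means the concentration at half of the fitted maximal effect; 0% = DMSO controls and full agonism = EC100 isoproterenol or metaproterenol; nearly all actives have a fitted effect of over 65% in size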
# FBPA coupling cs: qHTS Assay for Inhibitors of Fructose-1,6-bisphosphate Aldolase from Giardia Lamblia: Coupling assay counterscreen. coupling enzyme system counterscreen, AmpLite Red fluorescence. activity change, negative = inhibition, % at 58.2 µM, hits read low. 290,000 compounds, 0.67% hits; in the data active means activity change below about -30%
#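 Final compound at 57.5 uM, incubated 10 min at RT with coupling enzyme reagent (glyceraldehyde-3-phosphate), then 20 min with substrate and AmpLite Red detection. Fluorescence read at 525/598 nm; tests interference with the coupling assay, not aldolase inhibition.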
# uPA generation: qHTS for Inhibitors of Cell Surface uPA Generation; cell surface uPA generation assay, qHTS; Potency, µM (highest dose often 38.3 µM), for the others: at the top dose activity change, negative = inhibition, most hits filed as inhibitors; 330,000 compounds, 0.31% hits; AID 540303, 2011; active means well fitted inhibition curve with a large enough effect; inconclusive means small, poorly fitted or top-dose-only effect; inactive means no such curve, though single readings can be large or run the other way; tested in mouse RAW 264.7 cells; further: potency means the concentration at half of the fitted maximal effect; nearly all actives have a fitted effect of over 55% in size
# Giardia killer: Small Molecules that selectively kill Giardia lamblia: qHTS | Giardia lamblia trophozoite viability | activity change, % at 7.66 µM, hits read low | 340,000 compounds, 0.15% hits | AID 540267, 2011; in the data active means activity change below about -80%; inconclusive means between about -30% and that limit;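 further: parasites exposed to compound for two days anaerobically before the ATP read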
#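 Luminescent ATP signal served as the viability read-out, measured 15-30 min after adding ATP detection reagent to trophozoites that had been incubated with compounds for 48 hrs at 37 deg C anaerobically at 100 cells/well.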
# KCNH2 3.1 block: qHTS for Inhibitors of KCHN2 3.1: Mutant qHTS | activity change, % (tested at about 1.8 µM) | AID 720553, 2013 | U2OS KCNH2 3.1, thallium flux FluxOr; hits give low values | 340,000 compounds, 0.95% hits;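 active means maximum activity change below -70%; inconclusive means maximum activity change from -70% to -50%; inactive means maximum activity change above -50%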;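 further: thallium influx rate constant from kinetic fluorescence after stimulation buffer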
#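 Kinetic fluorescence (2 min after stimulation buffer) measures Tl+ influx through KCNH2 3.1 expressed by viral transduction in U2OS cells; the rate constant is normalized against DMSO controls serving as positive and negative references.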
# Eya2 phos inh: qHTS Assay for Inhibitors of the Phosphatase Activity of Eya2; Protein phosphatase EYA2 (Homo sapiens), O00167; recombinant Eya2, OMFP fluorescence dephosphorylation (OMFP is methylfluorescein phosphate); Potency, µM (titrated, usually from 76.9 µM), for inactives: top-dose activity, negative = inhibition, actives largely listed as inhibitors; 330,000 compounds, 0.006% hits; AID 488837, 2010; further: potency means the concentration at half of the fitted maximal effect
#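 Eya2 protein (added as 0.2 uM solution) was preincubated with compound for 10 min at ambient temperature in 50 mM HEPES pH 7.5, 50 mM NaCl, 5 uM MgCl2, 0.05% BSA, 1 mM DTT. OMFP (added at 50 uM) then reacted 10 min; fluorescence read at 485/525 nm.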
# GALK inhibitor: qHTS Assay for Inhibitors of Human Galactokinase (GALK). Purified GALK, Kinase-Glo residual ATP luminescence. 270,000 compounds, 0.007% hits. AID 1868, 2009. Potency, µM (titrated, usually from 57.5 µM), inactives show top-dose activity change, negative = inhibition, most hits filed as inhibitors. P51570; further: potency means the concentration at half of the fitted maximal effect
#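 GALK at 5 nM final was combined with compound, 35 uM ATP and 100 uM galactose in HEPES pH8.0 with MgCl2 and DTT. The reaction ran one hour at room temperature before luminescent ATP detection.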
# USP2a inh: qHTS Assay for Inhibitors of Ubiquitin-specific Protease USP2a Using CHOP2 as the Reporter | 330,000 compounds, 0.01% hits | Ubiquitin carboxyl-terminal hydrolase 2 (Homo sapiens), O75604 | USP2 core, Ub-CHOP2 coupled fluorogenic reporter, 485/531 | AID 463254, 2010 | Potency, µM (series often up to 38.3 µM), inactives show at the highest dose activity change, negative = inhibition, most hits filed as inhibitors;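 further: potency means the concentration at half of the fitted maximal effect; plate controls were DMSO wells for no effect and full inhibition by NEM control for full effect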
#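 Cell-free coupled assay: 10nM USP2 core preincubated 30min RT with compound in Tris-HCl pH 8.0/CaCl2/CHAPS buffer, then 25nM Ub-CHOP2 and 25nM reporter substrate; fluorescence (Ex 485/Em 531) read after 60min RT, normalized to NEM inhibition, concentration-response curves fitted.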
# Chronic BCR inh: qHTS Assay to Find Inhibitors of Chronic Active B-Cell Receptor Signaling; ABC-DLBCL IkBa-CBG/CBR reporter, luminescence ratio, 4 h; 340,000 compounds, 0.05% hits; Potency, µM (series often up to 46.1 µM), for inactives: at the top dose ratio change, negative = lower green/red ratio, most hits filed as inhibitors; AID 493014, 2011; active means well fitted inhibition curve with a large enough effect in the signal ratio, with a control signal flat, not every such curve was filed as active; inconclusive means small, poorly fitted or top-dose-only effect, or effect the other way, or a change in a side signal; the % refers to the signal ratio;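 further: potency means the concentration at half of the fitted maximal effect; plate controls were basal doxycycline-induced cells for no effect and cells given 10 µM MG132 for full effect; MG132 reads +100%, hits lower the ratio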
#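 Concentration-response series (up to 46 uM) were applied to TMD8 dual-reporter cells for 4 h at 37C with doxycycline. Green/red ratio, after filter-overlap correction, defined %Activity; red signal alone was normalised to basal cells and zero luminescence.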
# hERG WT inh: qHTS for Inhibitors of KCHN2 3.1: Wildtype qHTS. U2OS, BacMam KCNH2, thallium flux FluxOr; hits give low values. activity change, % at 1.84 µM. 340,000 compounds, 0.37% hits;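 active means maximum activity change below -70%; inconclusive means maximum activity change between -70% and -50%; inactive means maximum activity change above -50%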
# Target sequence (Q12809 whole entry, looked up): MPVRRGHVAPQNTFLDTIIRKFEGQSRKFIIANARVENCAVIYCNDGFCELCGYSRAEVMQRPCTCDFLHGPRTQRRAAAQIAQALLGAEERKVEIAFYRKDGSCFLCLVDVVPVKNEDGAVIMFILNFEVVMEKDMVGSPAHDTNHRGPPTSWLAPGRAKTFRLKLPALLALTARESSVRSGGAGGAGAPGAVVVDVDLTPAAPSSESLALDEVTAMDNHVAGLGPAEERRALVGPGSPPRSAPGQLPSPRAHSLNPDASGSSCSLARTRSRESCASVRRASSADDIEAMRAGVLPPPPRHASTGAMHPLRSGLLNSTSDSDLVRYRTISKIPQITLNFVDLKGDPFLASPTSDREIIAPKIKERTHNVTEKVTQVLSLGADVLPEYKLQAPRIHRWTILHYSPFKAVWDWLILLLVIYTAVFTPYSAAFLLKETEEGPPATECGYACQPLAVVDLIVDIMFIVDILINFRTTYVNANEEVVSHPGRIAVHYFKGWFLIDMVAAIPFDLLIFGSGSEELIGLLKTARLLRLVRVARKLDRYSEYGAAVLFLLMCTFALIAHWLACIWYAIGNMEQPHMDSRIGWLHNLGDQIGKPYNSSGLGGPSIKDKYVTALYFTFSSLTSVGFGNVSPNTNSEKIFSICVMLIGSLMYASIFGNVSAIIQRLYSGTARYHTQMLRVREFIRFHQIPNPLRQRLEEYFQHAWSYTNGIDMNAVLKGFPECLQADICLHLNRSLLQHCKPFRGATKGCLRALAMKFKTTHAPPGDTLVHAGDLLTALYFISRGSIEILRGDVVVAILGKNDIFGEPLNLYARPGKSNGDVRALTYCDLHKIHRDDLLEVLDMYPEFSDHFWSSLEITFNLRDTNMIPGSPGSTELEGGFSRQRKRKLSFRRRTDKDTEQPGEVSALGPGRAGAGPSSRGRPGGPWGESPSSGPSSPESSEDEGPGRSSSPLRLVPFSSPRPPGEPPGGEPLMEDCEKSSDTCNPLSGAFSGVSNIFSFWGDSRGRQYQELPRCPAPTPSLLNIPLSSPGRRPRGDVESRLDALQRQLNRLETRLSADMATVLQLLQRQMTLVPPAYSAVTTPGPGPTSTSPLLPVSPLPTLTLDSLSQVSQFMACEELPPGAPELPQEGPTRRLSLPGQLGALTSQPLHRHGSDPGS
#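 U2OS cells were transduced with wild-type KCNH2 virus (2.03 x 10^8 / mL) for 4 h at room temperature, then cultured overnight at 37 C. Thallium flux was read with FluxOr dye. Rate constants were normalized to DMSO controls.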
# PKM2 act: qHTS Assay for Activators of Human Muscle isoform 2 Pyruvate Kinase. Pyruvate kinase PKM (Homo sapiens), P14618. purified PKM2, Kinase-Glo ATP luminescence, activation; response scale: 0% is enzyme alone, no compound. Potency, µM (doses to about 57.5 µM), for the others: at the top dose activation, most hits filed as activators. 260,000 compounds, 0.34% hits. AID 1631, 2009; further: potency means the concentration at half of the fitted maximal effect; nearly all actives have a fitted effect of over 55% in size
#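 Purified hPK-M2 (>95% pure) converted ADP (0.1 mM final) to ATP with 0.5 mM PEP in 50 mM imidazole pH7.2, KCl, MgCl2, Tween 20, BSA; 1 h at room temperature. ATP detected by Kinase-Glo luminescence.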
# Starred values were filed as active, the others as inactive; ? = inconclusive; / = not tested or not shown; [ ] = another dose, or the depositor's remark. Unless noted, the call rests on the fitted dose curve; in most records, active means well fitted curve in the direction sought with a large enough effect; inconclusive means small, poorly fitted or top-dose-only effect, or another doubt; inactive means no such curve, though single readings can be large; an effect the other way counts as inactive or inconclusive. Unless noted, on the % scale 0 is the no-effect control and ±100 the full control effect.
no.	SMILES	B2AR arrestin	FBPA coupling cs	uPA generation	Giardia killer	KCNH2 3.1 block	Eya2 phos inh	GALK inhibitor	USP2a inh	Chronic BCR inh	hERG WT inh	PKM2 act
1	N#C/C(=C/c1ccc(Br)o1)C(N)=O	7.0%	3	-7%	8	/	2%	2%	3%	?	-18	-6%
2	COc1ccc2c(CC(=O)N[C@@H](Cc3ccccc3)C(=O)O)cc(=O)oc2c1	-0.3%	5	1%	-17	7	1%	/	4%	1%	2	/
3	CCCn1c(N)c(N(CCOC)C(=O)CSCC(=O)Nc2cccc(C)c2)c(=O)[nH]c1=O	0.0%	/	0%	-5	-6	-3%	/	1%	-8%	-11	/
4	CCCCNc1nc2ccccc2n1CC(=O)Nc1c(C)cccc1CC	0.6%	1	-7%	8	-32	-15%	1%	1%	-4%	5	-2%
5	COc1ccc(C(=O)N2CCOC2CNC(=O)C(=O)NCCc2ccccc2OC)cc1 (stereo unspecified)	0.3%	/	-1%	-5	/	-6%	-1%	1%	?	2	-5%
6	O=C(c1cc2ccccc2oc1=O)N1CCN(S(=O)(=O)c2ccccc2)CC1	-0.1%	-1	-4%	-9	7	18%	-1%	1%	?	14	10%
7	COc1ccc(S(=O)(=O)N2CCN(C(=O)CC3CC4CCC3C4)CC2)cc1 (stereo unspecified)	-0.1%	/	-14%	66[activator]	-28	6%	/	-4%	0%	-9	/
8	Cc1cc(C)cc(NC(=O)c2ccc(NC3=NC4CS(=O)(=O)CC4S3)cc2)c1 (stereo unspecified)	-0.1%	0	-16%	22	12	8%	/	4%	9%	-5	-1%
9	O=C(CSc1ccc(Br)cc1)N1CCN(S(=O)(=O)c2ccccc2)CC1	-0.4%	2	5%	1	-7	-5%	-2%	-7%	-1%	12	?
10	COc1cccc(N2CCN(S(=O)(=O)c3cc4c(cc3C)N(C)CCO4)CC2)c1	0.1%	0	-16%	20	-6	-26%	/	-5%	0%	2	-1%
11	CCOC(=O)C1(Cc2cccc(OC)c2)CCCN(C(=O)c2cc(C)on2)C1 (stereo unspecified)	-0.2%	/	10%	-24	-17	9%	-6%	1%	-3%	-8	-7%
12	O=C(CC1SC(N2CCOCC2)=NC1=O)Nc1ccc(Cl)cc1 (stereo unspecified)	-0.3%	/	4%	-16	-10	-12%	/	4%	6%	-4	/
13	O=C(C[n+]1ccc(C(=O)NCc2ccccc2)cc1)c1ccc2c(c1)OCCO2	-0.1%	-1	2%	21	-12	7%	8%	0%	?	9	0%
14	OCC(CO)(CO)n1cnnn1	-0.4%	0	-2%	4	-2	-20%	0%	2%	-1%	-3	-5%
15	Cc1ccc(NC(=O)C(C)SCC(=O)Nc2ccc(F)cc2)cc1S(=O)(=O)N1CCOCC1 (stereo unspecified)	0.0%	/	6%	7	3	-10%	/	2%	2%	-1	/
16	NC(=O)NC1CCCc2c1[nH]c1ccc(Cl)cc21 (stereo unspecified)	-0.6%	3	-11%	0	1	4%	-4%	1%	0%	-2	1%
17	COc1cccc(CNC(=O)COC(=O)c2ccc(C(=O)c3ccccc3)cc2)c1	0.0%	/	4%	45[activator]	-1	8%	/	-5%	12%	0	/
18	Cc1ccc(NC(=O)c2cc(C)nc3ccccc23)c(Br)c1	-0.3%	0	3%	11	1	-15%	3%	1%	-4%	12	2%
19	Cc1cccn2c(CN3CCNC(=O)CC3)c(C(=O)N(C)CCc3ccccc3)nc12	-0.6%	-2	-1%	0	2	0%	0%	0%	-15%	-7	-2%
20	CCCCN(C)C/C(O)=C(\C#N)c1nc(-c2ccccc2)cs1	0.5%	-8	-5%	-10	8	6%	2%	3%	?	5	9%
21	Cc1ccc(-c2nnc(CSc3nnc(COc4ccccc4)n3-c3ccc(C)cc3)o2)cc1	-0.4%	-13	3%	-1	-14	0%	0%	-12%	?	-1	6%
22	Cc1cccc(-c2cc3nc4c(c(NCc5ccco5)n3n2)CCCC4)c1	0.6%	-1	-5%	10	-83*	-22%	-2%	-6%	?	?	-1%
23	NC(=O)C1CCN(C(=O)COCc2cc(-c3ccc4c(c3)OCO4)on2)CC1	-0.1%	0	-10%	12	-5	4%	7%	0%	-1%	-12	0%[0.46 µM]
24	CCOC(=O)C1=C(C)N=C2SCCC(=O)N2C1c1sccc1C (stereo unspecified)	-0.2%	5	4%	-23	3	-20%	3%	-5%	?	-13	5%
25	CCCCn1nnnc1SCC(=O)NCc1ccco1	/	-4	16%	-15	-4	/	3%	/	/	-2	1%
26	O=[N+]([O-])c1ccc(N2CCOCC2)nc1	-0.2%	3	6%	3	3	13%	1%	1%	-9%	-4	8%
27	CCN(CC)S(=O)(=O)c1ccc(NC(=O)c2cc(C(=O)OC)cc([N+](=O)[O-])c2)cc1	-0.3%	-5	-5%	0	-15	-8%	-2%	8%	7%	-4	-7%
28	Cc1ccc[n+](CC(=O)c2ccc(-c3ccccc3)cc2)c1	-1.5%	2	8%	9	3	7%	1%	3%	4%	5	-1%
29	Cc1cc(NC(=O)CSc2nc3ccccc3n2CC(=O)N2CCC(C)CC2)no1	-0.4%	9	-4%	8	-1	-4%	0%	0%	-4%	-4	-10%
30	CSc1nc(-c2ccc(Cl)cc2Cl)[nH]c(=O)c1C#N	0.2%	0	-1%	-21	12	13%	0%	-3%	?	2	1%
31	Cc1ccccc1C(=O)Nc1ccnc(-c2ccncc2)n1	3.2%	1	12%	-12	-6	6%	-1%	3%	4%	6	-6%
32	Cc1ccc(C2(c3ccccc3)NC(=O)N(CC(=O)NC3CCS(=O)(=O)C3)C2=O)cc1C (stereo unspecified)	0.4%	/	2%	-5	-2	-3%	/	-6%	4%	-8	/
33	O=C(CCc1ccccc1)NNC(=O)CCc1ccccc1	0.8%	4	5%	-3	-1	-13%	0%	1%	4%	-4	0%
34	CC(C)(C)Cc1cc(N)on1	-0.5%	0	3%	8	17	-2%	-2%	2%	3%	1	1%
35	CSc1nnc(COc2ccc(C)cc2)n1N	-0.1%	0	/	9	-21	7%	0%	0%	-3%	-4	-17%
36	Cn1c(-n2c(-c3ccco3)nc3ccccc3c2=O)nc2ccccc21	0.3%	-2	-16%	-4	18	27%	-1%	1%	6%	-9	8%
37	Cc1cc(C(=O)N(C)CC(=O)Nc2ccc(F)c(F)c2F)no1	-0.4%	/	1%	10	-3	-8%	4%	2%	1%	-9	2%
38	CC(Sc1nnnn1C1CCCCC1)C(=O)O (stereo unspecified)	-0.1%	-2	2%	-9	10	1%	0%	1%	10%	-4	-7%
39	O=c1c2ccccc2nc2ccc(NCc3ccco3)nn12	-0.9%	0	-10%	8	-1	-7%	-1%	-1%	?	-3	3%
40	CCCCCN1CC(O)=C(c2nc3ccccc3[nH]2)C1=N	-0.1%	-1	-4%	16	7	8%	1%	5%	6%	1	2%
41	CCC(=O)c1cn(CC(=O)Nc2c(C)cccc2C)c2ccccc12	-0.8%	1	3%	8	1	9%	-6%	-1%	-2%	5	2%
42	CC(C)c1ccc(NC2CCCN(C(=O)c3ccc(N4CCOCC4)cc3)C2)cc1 (stereo unspecified)	0.4%	/	2%	-8	11	-2%	-8%	2%	-2%	3	1%
43	O=C1c2ccccc2C(=O)N1CCc1nc2ccccc2c(=O)n1-c1ccccn1	-0.3%	2	0%	10	15	-9%	-4%	1%	?	10	-7%
44	CCN1C(=O)c2cccc3c(S(=O)(=O)NCc4cccnc4)ccc1c23	0.2%	2	-9%	-13	1	21%	-3%	3%	?	9	0%
45	O=C(O)c1ccc(CS(=O)(=O)c2cccc(C(F)(F)F)c2)o1	0.2%	1	/	17	0	-8%	-1%	4%	?	9	-5%
46	CC(C)CCNC(=O)C(=O)Nc1ccc2c(c1)N(S(=O)(=O)c1cccs1)CCC2	0.3%	/	-11%	24	-19	6%	/	-11%	?	-2	/
47	COc1cc(C(=O)OC2CCOC2=O)c([N+](=O)[O-])cc1OC (stereo unspecified)	-0.4%	0	5%	-16	-3	2%	12%	0%	-5%	4	4%

# Hits appear at their usual frequency; 2.4% or so of the library scored in one or more.
